HSP90 inh – blocks HSP90-mediated luciferase refolding in reticulocyte lysate. Rabbit reticulocyte lysate, luciferase refolding luminescence, 3 h. inhibition, % at 5.6 µM. actives 0.91% (n = 290,000);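 active = inhibition above the screen-wide mean plus 3 SD, computed separately per campaign, cut at about 16% in these data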;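 note: 0% = DMSO wells and 100% = 60 µM geldanamycin wells; inhibitors lower the luminescence because luciferase stays unfolded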
AI-2 QS mod – Vibrio harveyi AI-2 quorum sensing modulation; AID 2094; Vibrio harveyi JMH597 AI-2 luminescence/OD600 ratio, 9 h; active compounds read low; strain lacks LuxN and CqsS sensors; 0 = neutral-control median; actives 0.4% (n = 300,000); activity change, % at 7.5 µM; in the data active = activity change below about -75%, passing the limit was not always enough;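 note: luminescence divided by OD600 gain over 9 h not by final OD600 alone; inactives centre near 13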
aSyn UTR inh – 5' untranslated region of α-synuclein, MLPCN primary screen | alpha-synuclein 5'UTR reporter, inhibitor activity | inhibition, % (tested at 7.5 µM) | actives 0.82% (n = 300,000); in the data active = inhibition above about 60%;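 note: H4 neuroglioblastoma cells stably carrying SNCA 5'UTR luciferase fusion; 0% = DMSO wells and 100% = positive control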
HSF1 activator – increases HSF-1 driven luciferase reporter signal | NIH3T3-HGL HSF-1 luciferase reporter, MG132, 8 h; 100% = twice DMSO control signal | activation, % at 9 µM | actives 1.7% (n = 300,000) | AID 504408;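 active = mean replicate activation of at least 50% with a set share of replicates each reaching 50%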;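 note: 0% = median of the neutral control wells and 100% = twice that signal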
HSF1 inhib – HSF1 inhibition; NIH3T3-HGL HSE-luciferase, MG132-induced, luminescence 8 h; active compounds read low; activity change, negative = inhibition, % at 7.5 µM (by protocol); actives 0.77% (n = 300,000); AID 2098;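 active = more than half of replicate wells show activity change below -50%, luminescence cut by over half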;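 note: luciferase reports HSF-1 transcriptional activity via heat shock element; 0% = median of DMSO wells and -100% = zero luminescence signal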
GSK3 alpha inh – human GSK-3 alpha kinase inhibition | ADP-Glo luminescence, 60 min | actives 0.1% (n = 320,000) | P49840 | inhibition, % at 10 µM | AID 2650;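 in the data active = inhibition above about 50%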;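 note: GST-tagged GSK-3 alpha with peptide substrate and 25 µM ATP; 0% = DMSO neutral wells and 100% = GW8510 positive control wells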
Target sequence (P49840 whole entry, looked up): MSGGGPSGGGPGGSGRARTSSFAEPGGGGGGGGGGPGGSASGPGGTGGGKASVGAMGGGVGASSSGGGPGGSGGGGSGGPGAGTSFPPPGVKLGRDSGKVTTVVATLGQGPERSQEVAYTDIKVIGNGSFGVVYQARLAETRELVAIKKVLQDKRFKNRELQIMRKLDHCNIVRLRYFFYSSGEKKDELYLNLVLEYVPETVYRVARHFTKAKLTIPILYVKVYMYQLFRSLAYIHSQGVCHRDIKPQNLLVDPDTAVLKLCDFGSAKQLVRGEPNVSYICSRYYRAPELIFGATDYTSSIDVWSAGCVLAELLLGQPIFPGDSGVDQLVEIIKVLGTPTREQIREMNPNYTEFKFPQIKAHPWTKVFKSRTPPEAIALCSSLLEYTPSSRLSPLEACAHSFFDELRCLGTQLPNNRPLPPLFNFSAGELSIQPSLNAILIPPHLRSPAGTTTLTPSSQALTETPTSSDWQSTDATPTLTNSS
HIF act – HIF pathway transcriptional activation; U2OS HRE-luciferase reporter, luminescence; normalized: DMSO 0%, desferrioxamine 100%; activation, % at 7.5 µM (by protocol); actives 0.32% (n = 300,000); AID 1910;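 active = mean activation of at least 10% of the iron chelator positive control signal, with at least half of replicates also reaching 10%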
IEC-6 tox – kills IEC-6 intestinal cells in KLF5 counter-screen | IEC-6 cytotoxicity, luminescence viability | inhibition, % at 5 µM | actives 0.78% (n = 290,000) | AID 1825; in the data active = inhibition above about 22%;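 note: 0% = plate median of test compound wells and 100% = cytotoxic reference compound wells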
GSK3B inh – blocks human GSK3beta kinase activity; activity score (negative = inhibition), % at 10 µM; GST-GSK3beta kinase, ADP-Glo luminescence, 60 min; active compounds read low; AID 2097; actives 0.038% (n = 300,000); P49841;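 active = more than half of replicate wells score below -50%, meaning over 50% inhibition versus plate controls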;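 note: 0% = median DMSO wells and -100% = median GW8510 positive control wells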
Target sequence (P49841 whole entry, looked up): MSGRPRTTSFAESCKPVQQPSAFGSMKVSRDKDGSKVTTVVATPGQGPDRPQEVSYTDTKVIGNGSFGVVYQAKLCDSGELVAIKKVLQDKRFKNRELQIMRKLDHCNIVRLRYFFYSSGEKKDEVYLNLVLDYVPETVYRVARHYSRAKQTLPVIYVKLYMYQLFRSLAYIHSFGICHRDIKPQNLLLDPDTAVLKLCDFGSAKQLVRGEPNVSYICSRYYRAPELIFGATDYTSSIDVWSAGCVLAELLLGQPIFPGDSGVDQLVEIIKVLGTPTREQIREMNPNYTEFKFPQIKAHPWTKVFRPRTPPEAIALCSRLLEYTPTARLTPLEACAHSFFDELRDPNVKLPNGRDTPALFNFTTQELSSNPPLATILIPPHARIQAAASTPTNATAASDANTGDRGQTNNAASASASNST
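Test system: GST-tagged human GSK3beta kinase, cell-free; evaluation: activity score scaled between in-plate DMSO and GW8510 controls; measured by: ADP-Glo luminescence; incubation: 60 min reaction, RT; benchmarks: DMSO and 20 µM GW8510; reagent: peptide substrate plus 25 µM ATP (final); medium: Tris/MgCl2 kinase buffer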
KLF5 inhibitor – kruppel-like factor 5 inhibition | DLD-1 KLF5 promoter-luciferase reporter, luminescence | inhibition, % at 5 µM | actives 0.23% (n = 290,000) | AID 1700;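 active = inhibition above a per-plate limit of that plate's mean compound inhibition plus 3 SD, cut at about 60% in these data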;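 note: 0% = DMSO wells and 100% = LY294002 at 200 µM; higher means less KLF5 promoter-driven luciferase light; inactives centre near -14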
An asterisk follows results filed as active; / = not tested or not shown.

Values run as follows: HSP90 inh	AI-2 QS mod	aSyn UTR inh	HSF1 activator	HSF1 inhib	GSK3 alpha inh	HIF act	IEC-6 tox	GSK3B inh	KLF5 inhibitor
[1] COc1ccccc1CN=Cc1[nH]c2ccc(Br)c(Cl)c2c1O
    -1	27	-29	-14	4	-1	-0.6	6	3	-24
[2] CCN(C(=O)CSc1nc2ccc([N+](=O)[O-])cc2s1)C1CCS(=O)(=O)C1 (stereo unspecified)
    -2	21	-10	8	1	-3	0.2	-3	-1	-49
[3] O=C(COc1ccc(S(=O)(=O)N2CCCC2)cc1)NCc1ccco1
    2	-15	6	-6	-11	3	-0.3	-2	-2	1
[4] Cc1nc2ccccc2c2oc(C(=O)N3CCc4ccccc4C3)cc12
    -1	27	-5	3	-2	-4	0.1	3	-1	-33
[5] O=c1c(Cc2ccccc2)c(O)c2cccc3c4c(n1c23)CCCC4
    -1	18	7	41	22	0	0.1	-14	-2	-16
[6] Cc1ccc2c(c1)C1CN(C)CCC1N2C(=S)Nc1ccc(OC(F)F)cc1 (stereo unspecified)
    0	-7	-4	9	1	-1	-0.6	-2	3	-26
[7] COc1cc(/C=C(\C#N)c2ccccn2)cc(OC)c1O
    5	14	-49	-12	-5	1	1.2	0	3	5
[8] COC(=O)C1=CN(Cc2cccs2)C=C(C(=O)OC)C1c1cccc(OC)c1OC
    -3	15	42	16	0	0	-0.3	-5	-2	-2
[9] CCC(CC)c1nnc(NC(=O)CCNC(=O)c2ccccc2Cl)s1
    -3	16	-5	7	4	0	0.3	3	2	17
[10] O=C(NCCCN1CCOCC1)C1COc2ccccc2O1 (stereo unspecified)
    -1	13	14	-21	-12	-1	-0.2	-2	1	-17
[11] Cc1nnc(SCc2cnc(-c3ccc(C(C)C)cc3)s2)n1C
    38*	/	/	/	/	0	/	2	/	-30
[12] S=C(Nc1ccc(Br)cc1)N1CCN(c2ccccn2)CC1
    -4	5	-1	-2	2	0	0.0	-4	-5	-30
[13] CCCCNC(=O)c1onc(CSc2ccc(C)c(C)c2)c1C(=O)O
    -5	8	-6	-51	-35	-6	0.3	-10	3	-45
[14] CCOC(=O)Cn1c(N2CCOCC2)nc2c1c(=O)[nH]c(=O)n2C
    2	-5	0	-6	-10	6	-0.1	-2	1	-35
[15] O=C(NCC1CCCO1)c1cccc(Oc2ccccc2)c1 (stereo unspecified)
    3	6	-51	4	13	0	2.3	-4	0	-52
[16] Cn1c(SCc2ccon2)nc2ccccc2c1=O
    -4	1	-9	-5	3	-3	0.4	-3	1	-15
[17] O=C1/C(=C/Nc2ccc3c(c2)OCO3)CCc2ccccc21
    38*	18	96*	-46	-44	/	0.9	0	-4	-90
[18] CCCCCC(=O)Nc1ccc(N2CCN(C(=O)c3ccccc3)CC2)cc1
    -1	8	16	-14	2	0	-0.3	2	3	-2
[19] CC(c1ccncn1)N(C)C(=O)c1ccc2oc(Cc3ccccc3)nc2c1 (stereo unspecified)
    -3	29	-30	11	7	-1	1.8	-2	1	-28
[20] C=CCn1c(=O)n(CCC#N)c(=O)n(CCC#N)c1=O
    0	12	-9	-7	-4	0	-0.2	-5	0	-10
[21] Cn1cc(CN2CCCC(C(=O)c3ccc(-c4ccccc4)cc3)C2)cn1 (stereo unspecified)
    0	3	-15	2	-6	1	0.2	4	0	-16
[22] O=C(CN1CCN(c2ccccc2)CC1)N1N=CCC1c1ccccc1 (stereo unspecified)
    39*	26	-1	-3	-6	4	0.0	3	-5	7
[23] COCC(C)n1c(C)cc(C(=O)CSc2nnc(N)s2)c1C (stereo unspecified)
    15	19	-42	-18	-14	-1	0.1	-7	-4	-23
[24] COc1ccc(Cl)cc1NC(=O)CN(C)C(=O)C1CC(=O)N(Cc2ccc(C)cc2)C1 (stereo unspecified)
    /	5	5	2	3	1	-0.8	/	0	/
[25] O=C(NC(Cc1ccc2c(c1)OCO2)C(=O)N1CCCC1C(=O)O)c1ccccc1 (stereo unspecified)
    -1	21	15	-12	-6	0	0.2	-4	-2	-32
[26] Cc1ccccc1NS(=O)(=O)c1cc2c(cc1C)N(C)CCO2
    0	15	17	-14	-2	-1	-0.2	5	-2	10
[27] CCCN(C(=O)c1cc(S(=O)(=O)N2CCCCC2)ccc1Cl)C1CCS(=O)(=O)C1 (stereo unspecified)
    2	7	18	-12	-11	-3	-0.9	1	1	-10
[28] CCC(=O)Nc1nc2ccccc2n1Cc1ccc(C)cc1
    -2	1	77*	-20	-4	-1	0.1	12	2	-14
[29] O=C(CCCN1C(=O)C2CC=CCC2C1=O)Nc1cccc(F)c1 (stereo unspecified)
    -2	32	7	-6	8	1	-0.3	1	1	-8
[30] COCCCNC(=O)c1ccc(CS(=O)(=O)Cc2cccc(C)c2)o1
    1	17	24	-1	-5	-2	0.1	1	1	1
[31] CC(C)c1ccc(/C=C2\SC(=S)N(CC(=O)NCCCN3CCOCC3)C2=O)cc1
    -5	1	-12	20	1	3	1.0	0	1	-2
[32] O=C(Cc1c[nH]c2ccccc12)NCc1ccc(Cl)cc1Cl
    -2	2	-26	16	2	-5	0.5	-2	2	-9
[33] COCc1cc(C)nc(OCC(=O)N/N=C/c2ccc(-c3cc([N+](=O)[O-])ccc3C)o2)c1C#N
    -3	11	8	12	3	-2	0.1	-10	1	-6
[34] CCOc1ccc(C(NC(C)=O)c2ccc(OC)c(OC)c2)cc1 (stereo unspecified)
    -2	13	4	22	-3	3	-0.2	-6	5	-28
[35] CCCCCCc1nnc(N)s1
    2	9	31	18	3	-1	-0.5	4	-2	-29
[36] O=c1[nH]c(/C=C/c2ccccc2)c([N+](=O)[O-])c(=O)[nH]1
    9	-3	-1	10	5	-4	0.2	2	1	-11
[37] CCN(C(=O)COC(=O)c1nc2nc(C)cc(C)n2n1)C1CCS(=O)(=O)C1 (stereo unspecified)
    -6	25	-4	7	-7	-2	0.8	-8	3	-3
[38] O=C(c1csc(Nc2ccccc2Cl)n1)N1CCCC1
    -4	9	-117	14	10	-1	4.6	-2	3	-4
[39] COc1cc(/C=C2/C(=O)N(c3ccc([N+](=O)[O-])cc3)N=C2N2CCOCC2)ccc1O
    5	-9	-32	-6	-2	2	0.4	0	-3	15
[40] CC(C)(C)n1ncc2c(=O)n(CC(=O)Nc3ccccc3)cnc21
    9	-10	-26	2	-5	-1	0.0	-4	-1	-32
[41] O=C(O)c1cc(-c2cccnc2)nc2ccc(Br)cc12
    0	21	/	/	/	2	/	-5	0	-10
[42] CCn1c(N2CCN(S(=O)(=O)c3ccc(F)cc3)CC2)nc2ccccc21
    0	8	9	0	1	-1	-0.6	3	2	-11
[43] O=C1NC2(CCCCCC2)C(=O)N1Cc1cccc(Cl)c1
    7	-3	0	17	7	-3	2.0	3	4	-28
[44] Cn1c2c(c(=O)n(C)c1=O)C(C(F)(F)F)(C(F)(F)F)N=C(c1ccccc1Cl)N2
    -6	21	27	4	-7	-1	-0.6	0	-3	-3
[45] Cn1cccc1CC(=O)NNC(=S)NC(=O)c1ccc(F)cc1
    4	24	3	1	-9	-1	-0.2	-10	0	-17
[46] O=C(N/N=C/c1cc2ccccc2nc1Cl)c1ccncc1
    0	38	-10	-7	-3	9	0.0	0	-3	-24
[47] Cc1ccc(N(Cc2cc3ccc(C)cc3[nH]c2=O)S(C)(=O)=O)c(C)c1
    1	23	26	5	-2	-2	-0.3	-2	-12	6
[48] COc1cc(OC)c(C2CC(=O)N3CN(c4ccccc4C)CSC3=C2C#N)cc1OC (stereo unspecified)
    1	14	10	6	8	-1	-0.3	-6	0	-19
[49] Cc1onc(-c2ccccc2Cl)c1C(=O)Nc1cccc(-c2cn3cccnc3n2)c1
    3	/	/	/	/	1	/	-1	/	-37
[50] OCC(O)C1OC(Nc2ccc(Br)cc2)C(O)C1O (stereo unspecified)
    3	14	-9	20	15	-5	1.0	-4	1	-53
[51] CC(C)(C)C(=O)N1NC(=Nc2ccccc2)SC1(C)C
    12	5	7	-7	-4	-2	0.7	6	1	-24
[52] O=c1cc(CSc2nnc(-c3ccccc3)o2)c2ccccc2[nH]1
    -1	8	-7	0	-1	-3	0.1	2	0	0
[53] CC(CN1CCOCC1)OC(=O)c1ccc2c(c1)OCCO2 (stereo unspecified)
    -3	22	-55	10	19	-3	1.8	-2	-3	-123
[54] O=C(OCc1ccccc1)c1ccc2c(c1)-c1ccccc1C2=O
    0	-8	-194	18	2	-2	2.9	10	-1	-11
[55] Cc1ccc(NC(=O)C2CCN(c3ncnc4c3nc3n4CCCCC3)CC2)cc1Cl
    4	36	49	-10	0	-5	-0.2	-1	-1	-40
[56] C=CCO/N=C(/C)c1c(O)c(CC)c(-c2ccccc2)n(-c2ccccc2)c1=O
    -2	-1	-7	0	-1	-2	0.3	-5	2	-17

From no. 33 up to 44, copied from above:
Values run as follows: HSP90 inh	AI-2 QS mod	aSyn UTR inh	HSF1 activator	HSF1 inhib	GSK3 alpha inh	HIF act	IEC-6 tox	GSK3B inh	KLF5 inhibitor
[33] COCc1cc(C)nc(OCC(=O)N/N=C/c2ccc(-c3cc([N+](=O)[O-])ccc3C)o2)c1C#N
    -3	11	8	12	3	-2	0.1	-10	1	-6
[34] CCOc1ccc(C(NC(C)=O)c2ccc(OC)c(OC)c2)cc1 (stereo unspecified)
    -2	13	4	22	-3	3	-0.2	-6	5	-28
[35] CCCCCCc1nnc(N)s1
    2	9	31	18	3	-1	-0.5	4	-2	-29
[36] O=c1[nH]c(/C=C/c2ccccc2)c([N+](=O)[O-])c(=O)[nH]1
    9	-3	-1	10	5	-4	0.2	2	1	-11
[37] CCN(C(=O)COC(=O)c1nc2nc(C)cc(C)n2n1)C1CCS(=O)(=O)C1 (stereo unspecified)
    -6	25	-4	7	-7	-2	0.8	-8	3	-3
[38] O=C(c1csc(Nc2ccccc2Cl)n1)N1CCCC1
    -4	9	-117	14	10	-1	4.6	-2	3	-4
[39] COc1cc(/C=C2/C(=O)N(c3ccc([N+](=O)[O-])cc3)N=C2N2CCOCC2)ccc1O
    5	-9	-32	-6	-2	2	0.4	0	-3	15
[40] CC(C)(C)n1ncc2c(=O)n(CC(=O)Nc3ccccc3)cnc21
    9	-10	-26	2	-5	-1	0.0	-4	-1	-32
[41] O=C(O)c1cc(-c2cccnc2)nc2ccc(Br)cc12
    0	21	/	/	/	2	/	-5	0	-10
[42] CCn1c(N2CCN(S(=O)(=O)c3ccc(F)cc3)CC2)nc2ccccc21
    0	8	9	0	1	-1	-0.6	3	2	-11
[43] O=C1NC2(CCCCCC2)C(=O)N1Cc1cccc(Cl)c1
    7	-3	0	17	7	-3	2.0	3	4	-28
[44] Cn1c2c(c(=O)n(C)c1=O)C(C(F)(F)F)(C(F)(F)F)N=C(c1ccccc1Cl)N2
    -6	21	27	4	-7	-1	-0.6	0	-3	-3

Compound activity from PubChem BioAssay.
